High-throughput results deposited in PubChem BioAssay by National Center for Advancing Translational Sciences (NCATS).
aSyn rescue – qHTS of alpha-syn Inhibitors; Yeast expressing alpha-synuclein, growth rescue, BacTiter-Glo, 24 h; Potency, µM (doses to about 46.1 µM), without a hit: top-dose growth rescue (activation), hits mostly activators; 0.14% of 370,000 active; AID 652106, 2013; note: % of control where 0% means no effect; nearly all actives have a fitted effect of over 65% in size
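Screening used galactose-induced yeast with toxic alpha-synuclein levels, exposed to compound for 24 hr at 30 deg C. Cell growth, read with BacTiter-Glo luminescence, gave the measured signal.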
EPAC1 antag – qHTS for Antagonist of cAMP-regulated guanine nucleotide exchange factor 3 (EPAC1): primary screen. Rap guanine nucleotide exchange factor 3 (Homo sapiens), O95398. 0.14% of 360,000 active. Potency, µM (top dose mostly 115 µM), without a hit: at the highest dose activity change, negative = inhibition, most hits filed as inhibitors. EPAC1 GEF assay, Rap1b-BODIPY-GDP exchange fluorescence;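 note: plate controls were vehicle for no effect and positive control for full effect; nearly all actives have a fitted effect of over 50% in size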
FUS yeast rescue – qHTS for Suppressors of FUS Proteinopathy: Primary screen using FUS-linked yeast assay | S. cerevisiae FUS-expressing, growth rescue, OD600, 24 h | Potency, µM (doses to about 76.6 µM), inactives show at the highest dose growth rescue (activation), actives largely listed as activators | 0.24% of 390,000 active | AID 1347120, 2019;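 note: plate controls were DMSO vehicle for no effect and reference control for full effect; nearly all actives have a fitted effect of over 55% in size; some results filed as inactive show a strong effect at the top dose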
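Read-out: OD at 600 nm after 24hr at 30C, reporting rescue of FUS-induced yeast toxicity. Cells at OD 0.005 in galactose (2%) minimal medium; compounds tested in a dilution series; CP55940 titration from 92uM final as control.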
TDP-43 yeast inh – qHTS of TDP-43 Inhibitors. TDP-43 expressing yeast growth rescue, BacTiter-Glo, 24 h. 1.8% of 410,000 active. AID 652104, 2013. Potency, µM (top dose mostly 46.1 µM), for inactives: at the top dose growth rescue (activation), hits mostly activators; note: % of control where 0% means no effect; nearly all actives have a fitted effect of over 50% in size
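Yeast expressing TDP-43 (pregrown in raffinose, seeded at OD600=0.02 in galactose medium) exposed to compounds 24 hr at 30 deg C. Growth read by BacTiter-Glo luminescence; rescue of toxicity appears as increased signal.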
PTHR1 ag – qHTS for PTHR1 Agonists: Primary Screen | Parathyroid hormone/parathyroid hormone-related peptide receptor (Homo sapiens), Q03431 | HEK293 GP2 PTHR1 cells, GloSensor cAMP luminescence, 1 h | Potency, µM (top dose mostly 115 µM), for inactives: top-dose activation, hits mostly activators | 0.075% of 410,000 active; note: nearly all actives have a fitted effect of over 55% in size; some results filed as inactive show a strong effect at the top dose; inactives centre near -15; many of its hits are not listed in these tables
Target sequence (Q03431 whole entry, looked up): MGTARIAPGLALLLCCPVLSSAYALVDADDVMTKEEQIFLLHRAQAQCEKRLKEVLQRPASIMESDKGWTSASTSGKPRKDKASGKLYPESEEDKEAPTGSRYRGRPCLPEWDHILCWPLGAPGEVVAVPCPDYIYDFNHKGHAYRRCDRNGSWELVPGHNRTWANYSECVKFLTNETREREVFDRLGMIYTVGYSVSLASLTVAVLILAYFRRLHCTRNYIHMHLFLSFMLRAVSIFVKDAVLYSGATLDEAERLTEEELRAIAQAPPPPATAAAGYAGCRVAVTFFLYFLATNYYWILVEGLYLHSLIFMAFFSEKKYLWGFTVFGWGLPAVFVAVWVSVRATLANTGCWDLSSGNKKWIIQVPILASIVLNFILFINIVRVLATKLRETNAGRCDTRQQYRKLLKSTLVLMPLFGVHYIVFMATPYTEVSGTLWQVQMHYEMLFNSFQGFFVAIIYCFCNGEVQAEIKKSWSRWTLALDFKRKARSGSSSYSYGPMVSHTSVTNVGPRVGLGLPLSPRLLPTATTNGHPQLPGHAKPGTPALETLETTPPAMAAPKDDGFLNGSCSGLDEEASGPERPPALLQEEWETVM
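HEK-293-derived GP2 cells expressing PTHR1 and a GloSensor cAMP reporter, 3,000/well, plated overnight, given luciferin plus IBMX (each 0.5 mM as added) for 1 h at 37 °C, then compound for 1 h at 37 °C. Luminescence was read after 15 min at room temperature.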
EPAC2 ag – qHTS for Agonist of cAMP-regulated guanine nucleotide exchange factor 4 (EPAC2): primary screen. Rap guanine nucleotide exchange factor 4 (Homo sapiens), Q8WZA2. EPAC2 activation, biochemical qHTS; response scale: 100% = 6.5 mM cAMP response. Potency, µM (top dose mostly 154 µM), for the others: at the highest dose activation, hits mostly activators. 0.079% of 360,000 active. AID 720711, 2013; note: nearly all actives have a fitted effect of over 50% in size
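Setup: EPAC2 100 nM, labeled Rap1B complex 250 nM, free GDP 50 uM. Compound titrations pinned in, brief spin, 5 min room temperature incubation. Kinetic fluorescence read over 30 min, normalized to 6.5 mM cAMP.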
EPAC1 ag – qHTS for Agonist of cAMP-regulated guanine nucleotide exchange factor 3 (EPAC1): primary screen; EPAC1 agonist qHTS, biochemical assay; response scale: 100% = response to 6.5 mM cAMP; Potency, µM (top dose mostly 154 µM), for inactives: top-dose activation, most hits filed as activators; 0.073% of 360,000 active; note: nearly all actives have a fitted effect of over 60% in size
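Normalized to 6.5 mM cAMP, activity reflects EPAC1-catalysed release of BODIPY-GDP from Rap1B, followed kinetically over 30 min at 480 nm excitation, 540 nm emission. Reaction contained 100 nM EPAC1, 250 nM Rap1B-BODIPY-GDP, 50 uM GDP.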
EPAC2 antagonist – qHTS for Antagonist of cAMP-regulated guanine nucleotide exchange factor 2 (EPAC2): primary screen | EPAC2 GEF exchange of Rap1B-BODIPY-GDP, fluorescence | Rap guanine nucleotide exchange factor 4 (Homo sapiens), Q8WZA2 | 0.18% of 360,000 active | Potency, µM (titrated, usually from 114 µM), for the others: at the top dose activity, negative = inhibition, most hits filed as inhibitors; note: % is set by controls: 0 for no effect and ±100 for the full control effect; nearly all actives have a fitted effect of over 45% in size; many of its hits are not listed in these tables
The depositor's hits bear a star; i = inactive; ? = inconclusive; . = no result given; [ ] = another dose, or the depositor's remark. Calls come from the whole dose curve; as a rule, active = well fitted curve in the direction sought with a large enough effect; inconclusive = small, poorly fitted or top-dose-only effect, or another doubt; inactive = no such curve, though single readings can be large; an effect the other way counts as inactive or inconclusive. Potency is the fitted concentration of half-maximal effect.

molecule	aSyn rescue	EPAC1 antag	FUS yeast rescue	TDP-43 yeast inh	PTHR1 ag	EPAC2 ag	EPAC1 ag	EPAC2 antagonist
Nc1c(N(Cc2ccccc2)C(=O)COc2ccc([N+](=O)[O-])cc2)c(=O)[nH]c(=O)n1Cc1ccccc1	2%	-5%	-4%	23%	i	1%	5%	-2%
O=C(NCCCl)Nc1ncn[nH]1	-1%	6%	.	1%	i	-2%	-2%	15%
O=C(c1cccs1)N1CCN(c2nc3c(F)cc(F)cc3s2)CC1	13%	-19%	30%	?	-15%	-4%	-11%	-7%
CCN(CC(=O)Nc1ccccc1OC)Cc1csc(CC(=O)Nc2ccc(C)cc2)n1	-2%	-9%	19%	-23%	0%	18%	7%	-8%
CCN(C1CCS(=O)(=O)C1)S(=O)(=O)c1cccs1 (configuration not stated)	-10%	-11%	9%	-6%	27%	-1%	11%	-6%
Cc1ccc(CN2CCNC(=O)C2CC(=O)N(C)Cc2cnccn2)cc1 (configuration not stated)	2%	-6%	17%	3%	2%	10%	3%	1%
O=C(CN(Cc1ccc2c(c1)OCO2)C(=O)CSc1nc2ccccc2o1)NC1CCCCC1	6%	16%	38%	0%	i	-3%	-8%	12%
CCc1cccc(OCC(=O)Nc2ccc(S(=O)(=O)Nc3onc(C)c3C)cc2)c1	4%	-8%	24%	12%	i	5%	10%	?
Cc1cc(N2CCN(c3ccccn3)CC2)n2nc(C)nc2n1	-11%	-8%	-6%	-5%	i	2%	-3%	-24%
Clc1ccc(COc2ccccn2)cc1Cl	0%	-14%	-5%	20%	-20%	-2%	4%	-2%
CCOC(=O)C1CCN(C(=O)CSc2ccc(Cl)cc2)CC1	5%	-2%	7%	19%	-8%[57.5 µM]	3%	0%	-9%
COc1ccc2cc(CCNC(=O)c3ccc(S(=O)(=O)N4CCCC4)cc3)c(=O)[nH]c2c1	0%	11%	.	14%	-10%	3%	-2%	18%
CCn1c(C)cc(C(=O)COC(=O)c2ccccc2[N+](=O)[O-])c1C	-17%	6%	.	?	-39%	7%	2%	-4%
Cc1cc(C)cc(N2C(=O)CC(N3CCOCC3)C2=O)c1 (configuration not stated)	26%	-12%	20%	0%	-7%[57.5 µM]	-4%	5%	-1%
CN(C(=O)CC1C(=O)NCCN1C/C=C/c1ccccc1)C1CCOCC1 (configuration not stated)	-4%	-4%	-1%	-6%	i	-3%	3%	-26%
CSCCC(NC(=O)COc1ccccc1)C(=O)OCc1ccc(Cl)cc1 (configuration not stated)	-17%	-16%	6%	-30%[inhibitor]	-15%	4%	6%	-2%
CN(C)S(=O)(=O)c1cccc(NC(=O)CCCSc2ccccc2)c1	0%	?	20%	7%	-17%	-1%	-4%	-17%
CCOc1ccc(S(=O)(=O)/N=C(\N)c2ccccc2)cc1	13%	-17%	26%	0%	-58%[inhibitor]	4%	7%	1%
N=c1c(C(=O)NC2CCCCC2)cc2c(=O)n3ccccc3nc2n1Cc1cccnc1	1%	11%	-3%	6%	i	4%	-1%	-3%
CC1CCC2(CC1)NC(=O)N(CC(=O)NCCc1c[nH]c3ccccc13)C2=O (configuration not stated)	3%[1.84 µM]	-8%	22%	5%	-23%	4%	3%	4%

Further compounds
molecule	aSyn rescue	EPAC1 antag	FUS yeast rescue	TDP-43 yeast inh	PTHR1 ag	EPAC2 ag	EPAC1 ag	EPAC2 antagonist
N#C/C(=C\c1cccn1S(=O)(=O)c1cccc(C#N)c1)S(=O)(=O)c1ccc(F)cc1	-10%	-12%	-4%	-1%	-20%	9%	2%	9%
COc1ccc(C(=O)Nc2ccc(C(=O)Nc3cccnc3)cc2)cc1	3%	17%	20%	0%	?	12%	-2%	15%
O=C(c1ccc(-c2ccccc2)cc1)N1CCN(c2ccc3c(c2)C2CC3CCN2C(=O)OCc2ccccc2)CC1 (configuration not stated)	?	6%	32%	14%	-24%	7%	13%	?
Cc1cc(N)nc(SCC(=O)N2C(C)CCCC2C)n1 (configuration not stated)	1%	6%	10%	4%	i	2%	10%	-5%
CC(=O)Nc1ccc(OCC(O)CNC2CCCC2)cc1 (configuration not stated)	-7%	-7%	.	?	i	-1%	-8%	13%
O=C(Nc1ccn(CCCNC2CCN(Cc3ccccc3)CC2)c(=O)n1)OCc1ccccc1	-1%	-7%	-26%	0%	-15%	9%	9%	-4%
Cc1c(C(=O)Nc2ccc(Cl)cn2)oc2ccccc12	-5%	-3%	19%	-11%	-16%	10%	3%	-2%
Cc1cc(=O)oc2cc(OCC(=O)NC3CCCCC3)ccc12	18%	-4%	-32%	0%	i	3%	-10%	-9%
Cn1c(CCCNC(=O)c2cccs2)nc2ccccc21	0%	5%	-1%	0%	-6%[57.5 µM]	9%	2%	2%
CCOC(=O)c1sc(NC(=O)c2ccccc2OC)nc1C	1%	11%	-10%	-8%	-70%[inhibitor]	4%	-14%	-8%
CC1(C)Cc2nc3sc4c(=O)n(Cc5ccccc5)cnc4c3cc2CS1	1%	-9%	.	13%	-17%	0%	1%	-1%
COc1cc(Br)cc(/C=N/NC(=O)Cc2ccc(C(F)(F)F)cc2[N+](=O)[O-])c1O	2%	-21%	13%	-1%	0%	-12%	-7%	0%
O=C(NCCN1CCN(c2ccccc2F)CC1)c1cccn2c(=O)c3ccccc3nc12	1%	-4%	8%	-9%	-20%[57.5 µM]	-1%	9%	1%
COc1ccc(CN2C3CCCC2CC(NC(=O)Nc2ccccc2)C3)cc1 (configuration not stated)	-16%	16%	14%	0%	i	-4%	-9%	4%
CC(=O)NC(c1ccccc1)c1nc(-c2cccc(C(=O)O)c2)cs1 (configuration not stated)	5%	5%	-16%	23%	-9%	0%	-9%	5%
CO/N=C(/COc1ccc(F)cc1)c1ccc(OC)cc1	17%	-19%	0%	6%	i	-2%	-12%	?
CCC(CC)C(=O)NCCc1ccc(OC)cc1	-1%	-11%	-17%	5%	i	0%	0%	-6%
COc1cccc(CSCC(=O)NCCc2ccccc2)c1OC	2%	-7%	-25%	18%	i	4%	13%	-8%
CC(C)Cn1c(NCCO)nc2ccccc21	-2%	-2%	.	-1%	-5%	-3%	5%	-3%
COc1ccc(-n2c(=S)[nH]c3sc(-c4ccccc4)cc3c2=O)c(OC)c1	-9%	?	-21%	-1%	-29%	15%	1%	-3%

A section taken from the entries so far, for reference:
molecule	aSyn rescue	EPAC1 antag	FUS yeast rescue	TDP-43 yeast inh	PTHR1 ag	EPAC2 ag	EPAC1 ag	EPAC2 antagonist
N#C/C(=C\c1cccn1S(=O)(=O)c1cccc(C#N)c1)S(=O)(=O)c1ccc(F)cc1	-10%	-12%	-4%	-1%	-20%	9%	2%	9%
COc1ccc(C(=O)Nc2ccc(C(=O)Nc3cccnc3)cc2)cc1	3%	17%	20%	0%	?	12%	-2%	15%

Next section
molecule	aSyn rescue	EPAC1 antag	FUS yeast rescue	TDP-43 yeast inh	PTHR1 ag	EPAC2 ag	EPAC1 ag	EPAC2 antagonist
COc1ccc(CNC(=O)/C=C/c2ccc(OCCCF)cc2)cc1	6%	-2%	-11%	?	-3%[57.5 µM]	5%	-6%	0%
Cc1c(C(=O)NC(C)c2ccncc2)oc2ccccc12 (configuration not stated)	4%	-4%	30%	-7%	-8%[57.5 µM]	1%	1%	2%
COc1cc(NC(=O)c2cc(Cl)ccc2Cl)ccc1-c1cc2ccccc2oc1=O	5%	-2%	30%	4%	-20%	5%	-4%	4%
O=C(NC1CCN(C(=O)N2CCOCC2)CC1)c1ccccc1	-10%	5%	7%	12%	-3%[57.5 µM]	3%	-1%	7%
Cc1occc(=O)c1OCc1c(Cl)cccc1Cl	2%	-22%	-22%	-3%	i	0%	2%	2%
Cc1ccc(NC(=O)CSc2nccn2Cc2ccco2)cc1	-1%	1%	.	12%	-23%	22%	6%	0%
Cn1c(=O)cc(NCc2ccccc2)[nH]c1=O	-5%	8%	4%	-35%[inhibitor]	i	2%	5%	22%
CN(C)c1nc(Nc2ccccc2)nc(N(C)C)n1	3%	-8%	-17%	22%	i	2%	5%	-5%
C#CCOCCOCCOCCNc1nc(N2CCN(C(=O)CCCCCCCCCCNC(=O)[C@@H](CCC(=O)O)n3cc(CCCCCN)nn3)CC2)nc(N2CCN(C(=O)CCCCCCCCCCNC(=O)[C@H](CCCCN)n3cc(C[C@@H](C)CC)nn3)CC2)n1	-56%[inhibitor]	-4%	?	-11%	-16%	2%	-10%	15%
CCc1ccc(C(CC(=O)c2ccc(Cl)cc2)C(=O)O)cc1 (configuration not stated)	-18%	3%	3%	7%	-12%	-7%	3%	-2%
CSc1nn2c(C)c(C)c(C)nc2c1C#N	1%	-5%	17%	-15%	i	3%	-7%	4%
COC(=O)C1CCN(C(c2cccs2)c2sc3nc(C)nn3c2O)CC1 (configuration not stated)	-3%	?	-4%	7%	-22%	4%	-3%	3%
CN(Cc1nnc(-c2ccc(F)cc2)o1)c1ccccc1	7%	8%	-2%	22%	i	7%	-3%	-4%
CCOc1ccccc1OCCCC(=O)N1CCN(S(=O)(=O)c2ccc(C)cc2)CC1	3%	-16%	17%	2%	-6%	3%	3%	-11%
O=C(CSc1nnc(-c2ccncc2)o1)N1CCCC1	-5%	-8%	-4%	2%	i	4%	0%	2%
CCOc1ccc(S(=O)(=O)NCCC(=O)N2CCN(c3ccc(OC)cc3)CC2)cc1	-7%	0%	37%	-32%[inhibitor]	-9%	16%	9%	10%
COCCNC(=O)/C(C#N)=C/c1c(N2CCN(c3ccccc3)CC2)nc2ccccn2c1=O	7%	-1%	30%	18%	i	-1%	-19%	7%
CC1CN(C(=O)COC(=O)c2cc(S(N)(=O)=O)c(Cl)cc2Cl)CC(C)O1 (configuration not stated)	1%	-23%	15%	-9%	i	5%	1%	-9%
Cc1cccn2c(=O)c3cc(C(=O)NCc4ccco4)c(=N)n(C4CCCC4)c3nc12	-1%	?	2%	-12%	i	-4%	-6%	-2%
Cc1cc(=O)oc2c(CN3CCN(CCO)CC3)c(O)ccc12	1%	-3%	7%	-2%	22%	3%	0%	12%

These rows are one share of the data. The share of hits here may be higher or lower than overall.
